Assay outcomes (PubChem)
Jurkat NFkB inh – inhibitors of induced NF-kB luciferase reporter, primary screen, TCR NF-kB activation inhibitor project, cell-based, luminescence, uHTS. Jurkat, PMA/ionomycin-induced NF-kB luciferase reporter. inhibition, % at 4 µM. hit rate 0.53% among 330,000. AID 435003, 2010
Gli-Sufu antag – Gli-Sufu pathway antagonists, primary screen, luciferase luminescence, Sufu-KO-LIGHT cells, uHTS; Sufu-KO-LIGHT fibroblasts, Gli luciferase reporter luminescence; inhibition, % at 5 µM; hit rate 0.74% among 340,000;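 active means inhibition above about 55%, limit read from the data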;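 further: 0% = DMSO-treated cells and 100% = wells with medium but no cells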
CCR6 antagonist – CCR6 receptor antagonists, primary screen, cell-based, CHO-K1, luminescence, beta-arrestin, uHTS | C-C chemokine receptor type 6 (Homo sapiens), P51684 | CHO-K1 CCR6 PathHunter beta-arrestin, CCL20-stimulated | inhibition, % at 20 µM | hit rate 0.49% among 340,000 | AID 493098, 2011;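 active means compounds whose inhibition of the agonist-driven luminescence signal at 20 µM reaches about 50%, limit read from the data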;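 further: cells stimulated with CCL20 at 14 nM final; plate controls were DMSO with CCL20 for no effect and DMSO without agonist for full effect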
Target sequence (P51684 whole entry, looked up): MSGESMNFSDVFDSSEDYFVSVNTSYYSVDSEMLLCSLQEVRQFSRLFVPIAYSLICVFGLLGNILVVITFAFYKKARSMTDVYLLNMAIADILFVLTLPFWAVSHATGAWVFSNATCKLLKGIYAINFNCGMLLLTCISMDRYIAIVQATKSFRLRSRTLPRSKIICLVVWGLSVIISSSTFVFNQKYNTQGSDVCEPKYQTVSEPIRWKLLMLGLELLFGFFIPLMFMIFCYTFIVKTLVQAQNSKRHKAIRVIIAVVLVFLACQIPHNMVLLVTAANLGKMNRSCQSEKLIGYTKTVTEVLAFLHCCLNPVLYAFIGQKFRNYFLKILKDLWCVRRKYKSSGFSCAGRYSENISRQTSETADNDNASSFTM
EBI2 block – EBI2 receptor antagonists, beta-arrestin recruitment, primary screen, cell-based, luminescence, 7a,25-OHC stimulation, uHTS; inhibition, % at 5 µM; 7a,25-OHC stimulated; G-protein coupled receptor 183 (Homo sapiens), P32249; hit rate 0.81% among 360,000; in the data active means inhibition above about 38%;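 further: enzyme fragment complementation signal reports receptor beta-arrestin coupling in cells; 0% = agonist plus DMSO wells and 100% = wells without agonist; some results beyond the cut were filed as inactive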
697 NFkB inh – inhibitors of PMA/ionomycin-induced NF-kB reporter, 697 cells, primary screen, B-cell NF-kB inhibitor project, cell-based, luminescence, uHTS. 697 B-cell NF-kB luciferase reporter, 16 h. hit rate 0.33% among 330,000. inhibition, % at 4 µM. AID 435022, 2010; in the data active means inhibition above about 35%
UBC13 polyUb – UBC13 polyubiquitin chain formation inhibitors, primary screen, biochemical, TR-FRET, uHTS | AID 485273, 2010 | inhibition, % at 20 µM | hit rate 0.47% among 330,000 | Ubiquitin-conjugating enzyme E2 N (Homo sapiens), P61088; in the data active means inhibition above about 45%, passing the limit was not always enough
Target sequence (P61088 whole entry, looked up): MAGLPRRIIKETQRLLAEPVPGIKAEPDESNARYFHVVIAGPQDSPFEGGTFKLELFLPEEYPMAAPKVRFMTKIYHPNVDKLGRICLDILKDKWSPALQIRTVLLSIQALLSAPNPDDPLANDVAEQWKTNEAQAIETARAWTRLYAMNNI
Apaf1 inhib – inhibitors of human Apaf-1 apoptosome, primary screen, biochemical, DEVD-Rh110 fluorescence, uHTS; hit rate 0.71% among 330,000; AID 489030, 2010; inhibition, % at 20 µM; reconstituted apoptosome caspase-3 activity; active means inhibition of at least 40% at 20 µM;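 further: plate controls were DMSO wells for no effect and DEVD-CHO caspase inhibitor wells for full effect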
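Material: cell-free apoptosome with Apaf-1, procaspase-3 and caspase-9; Buffer or medium: Hepes pH 7.5 with detergent and BSA; Reagent: cytochrome c trigger plus (Z-DEVD)2-Rh110 caspase-3 substrate; Times: compound with Apaf-1, dATP, procaspase-3 30 min, then 50 min reaction, room temperature; Technique: Rh110 fluorescence intensity.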
SENP8 inh – SENP8 protease inhibitors, primary screen, biochemical, luminescence; Sentrin-specific protease 8 (Homo sapiens), Q96LD8; purified SENP8, Z-RLRGG-aminoluciferin cleavage; inhibition, % at 10 µM; hit rate 1.2% among 330,000; AID 2540, 2010
Target sequence (Q96LD8 whole entry, looked up): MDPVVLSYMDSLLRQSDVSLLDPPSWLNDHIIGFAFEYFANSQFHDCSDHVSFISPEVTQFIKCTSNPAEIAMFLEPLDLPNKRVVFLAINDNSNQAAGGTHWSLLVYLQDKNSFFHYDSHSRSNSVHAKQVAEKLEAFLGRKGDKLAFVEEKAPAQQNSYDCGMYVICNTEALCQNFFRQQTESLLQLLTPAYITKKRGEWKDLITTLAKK
* marks the source's active call; other numbers are inactive results; . = no result given. Unless noted, no stated cut-off is given here; in the data, active means inhibition above about 50%; inactive means the rest. These rows are one share of the data; count on the stated rates, not on these rows.

Order of values: UBC13 polyUb	Jurkat NFkB inh	Apaf1 inhib	Gli-Sufu antag	EBI2 block	SENP8 inh	697 NFkB inh	CCR6 antagonist
(1) Oc1ccc(/C=N/NP(=S)(c2ccccc2)c2ccccc2)cc1O
  -2.7	-4.5	2.1	2.9	-7.1	1.5	-28.5	15.5
(2) N=c1sccn1Cc1ccc(Cl)cc1Cl
  6.9	2.4	-2.9	11.2	-4.0	-0.4	-0.2	2.9
(3) C[N+](C)(C)CCOC(=O)CBr
  -7.4	8.4	-6.5	0.4	-1.8	9.4	-43.0	7.3
(4) FC(F)(F)Oc1ccc(NC2=NCCCS2)cc1
  4.8	-11.6	2.4	4.7	3.9	3.3	-6.0	13.0
(5) ClC(Cl)=C(c1ccc(Cl)cc1)c1ccc(Cl)cc1
  15.0	6.7	-1.6	-2.5	11.6	7.6	13.7	37.9
(6) C[C@]12CCC3C(CC[C@H]4C[C@@H](O)CC[C@]34C)C1C[C@@H](O)C2=O (stereo partly drawn)
  -2.6	4.1	1.5	-10.0	-0.6	1.2	21.0	-1.4
(7) CCC12CN3CCN(CC(C3)/C1=N/NC(N)=O)C2
  -3.5	-1.9	1.5	61.4*	10.7	-2.6	0.7	16.8
(8) CCCn1cc2c3c(cccc31)C1CC(C)CN(C)C1C2 (stereo not drawn)
  -6.2	-9.5	9.4	.	.	-8.0	-3.7	.
(9) COc1ccc(CNCCc2ccc3c(c2)OCO3)c(OC)c1OC
  2.9	8.4	-0.8	9.4	-6.4	4.8	3.9	7.4
(10) Cc1ccc2c(c1)c(=O)c1c3n2CCN(CC2CO2)C3CC1 (stereo not drawn)
  -7.9	7.2	6.6	-5.8	0.2	-2.7	11.7	-3.6
(11) O=C(CN1C2CCC1CC(O)(c1cccnc1)C2)Nc1ccc2c(c1)OCO2 (stereo not drawn)
  5.1	15.0	-5.0	-3.0	1.9	-5.2	9.6	13.1
(12) N#Cc1ccc(NC(=O)CN2CCCCCC2)cc1Cl
  5.4	1.0	8.6	12.8	-9.7	4.2	3.1	4.7
(13) CCCCn1c(O)c(C(C)=NC(C)c2ccccc2)c(=O)[nH]c1=O (stereo not drawn)
  6.9	7.0	5.7	2.2	4.4	-9.4	3.8	13.7
(14) Cc1cc(OCC(=O)OC(C)(C)C)c2c3c(c(=O)oc2c1)CCC3
  8.2	-22.2	1.8	21.6	-4.4	-12.1	11.8	5.1
(15) Clc1ccc(NC2=NCCCS2)cc1Cl
  8.0	-4.1	2.0	2.1	-1.1	-5.5	3.5	1.2
(16) O=C1C(Cl)=CC(=Nc2ccc(O)cc2)C=C1Cl
  -22.0	-6.4	3.2	0.1	-18.4	-12.7	-7.1	38.6
(17) O=S(=O)(c1ccccc1)N1CCN2CCCC2C1 (stereo not drawn)
  0.6	11.6	-5.2	19.2	-8.1	2.4	6.4	7.7
(18) CCCCCCCCN=Cc1c(O)[nH]c(=O)[nH]c1=O
  5.8	-2.2	-29.0	-2.4	2.2	-2.8	2.0	-6.3
(19) C=CCn1c(O)c(/C(C)=N/N2CCCCCC2)c(=O)[nH]c1=O
  -10.1	-26.1	-7.3	8.9	-14.0	-11.7	-19.8	7.4
(20) COc1ccccc1N1CCN(C2CCCN(C(=O)COc3ccccc3Cl)C2)CC1 (stereo not drawn)
  -6.0	-4.2	13.4	-6.9	6.6	-5.2	13.0	16.5

Full records, looked up by structure. Values in the order: UBC13 polyUb | Jurkat NFkB inh | Apaf1 inhib | Gli-Sufu antag | EBI2 block | SENP8 inh | 697 NFkB inh | CCR6 antagonist
Entry for COc1ccc(CNCCc2ccc3c(c2)OCO3)c(OC)c1OC → 2.9 | 8.4 | -0.8 | 9.4 | -6.4 | 4.8 | 3.9 | 7.4
Entry for Cc1ccc2c(c1)c(=O)c1c3n2CCN(CC2CO2)C3CC1 (stereo not drawn) → -7.9 | 7.2 | 6.6 | -5.8 | 0.2 | -2.7 | 11.7 | -3.6
Entry for C[C@]12CCC3C(CC[C@H]4C[C@@H](O)CC[C@]34C)C1C[C@@H](O)C2=O (stereo partly drawn) → -2.6 | 4.1 | 1.5 | -10.0 | -0.6 | 1.2 | 21.0 | -1.4

Carrying on:
Order of values: UBC13 polyUb	Jurkat NFkB inh	Apaf1 inhib	Gli-Sufu antag	EBI2 block	SENP8 inh	697 NFkB inh	CCR6 antagonist
(21) COC(=O)c1ccc(-n2c(C)nc3ccccc3c2=O)cc1
  0.0	8.4	-4.9	3.0	7.3	-4.5	-6.4	20.7
(22) CCOC(=O)C1(c2ccccc2)CCN(Cc2cccc(C(=O)O)c2)CC1
  -5.8	-13.3	-5.6	3.5	-5.4	-12.2	-12.2	-3.1
(23) CCC(=O)N1CC(=O)Nc2ccc(F)cc2C1c1ccc(F)cc1 (stereo not drawn)
  -0.2	-2.8	-3.1	-7.2	-2.5	-3.5	3.1	-6.6
(24) CC(C)CC1C(C#N)=C(N)Oc2c1c(=O)oc1ccccc21 (stereo not drawn)
  3.0	4.8	9.8	0.7	-0.1	6.6	1.9	0.2
(25) COC(=NC1CCCCC1)C(O)c1c[nH]c2ccccc12 (stereo not drawn)
  7.9	10.9	12.5	-8.5	-4.2	-2.7	7.8	4.3
(26) OC(c1ccccc1)(c1ccccc1)c1ccncc1
  6.3	9.8	1.1	-2.0	5.5	-4.6	-2.7	14.0
(27) C=C(C)CSc1nnc([C@@H](N)Cc2ccccc2)o1
  2.2	-11.8	-22.0	-0.2	14.9	1.0	-1.1	-3.2
(28) Cc1cccc(-n2c(O)c(C=NCCN3CCCCC3)c(=O)[nH]c2=O)c1
  9.0	-25.8	-19.2	7.1	-7.0	3.8	2.0	-5.8
(29) CCCC(=O)OCC[N+](C)(C)C
  11.8	-10.6	-6.0	13.1	-6.4	3.6	1.0	0.6
(30) CCOC(=O)c1ccc(N=Cc2c(O)n(-c3ccc(OC)cc3)c(=S)[nH]c2=O)cc1
  6.5	-4.4	-15.4	-3.8	-2.1	0.9	-4.5	6.7
(31) CN1CCN(c2ncc(C=O)s2)CC1
  -20.4	4.7	4.5	0.2	-18.0	-8.6	-17.1	-2.0
(32) Cc1nc2ccc(Cl)cc2c(-c2ccccc2)c1C(=O)O
  -26.1	10.3	-5.1	-5.3	-18.5	-7.5	8.5	-2.8
(33) CCCCn1c(C)c(C(=O)O)c2cc(OC)ccc21
  -0.4	-2.6	-6.5	12.9	-7.6	-1.7	4.4	1.3
(34) CN(C)C1=NP(N(C)C)(N(C)C)=NC(c2ccccc2)=N1
  -3.9	8.1	1.3	6.4	3.1	-1.3	-0.8	0.0
(35) O=C(O)C1CN2CCC1CC2 (stereo not drawn)
  6.9	10.8	-11.3	3.1	-1.9	3.8	14.6	7.3
(36) CCOC(=O)c1c(C)n(CC(O)CN2CCOCC2)c2cc(Br)c(OC)cc12 (stereo not drawn)
  -5.0	-11.9	1.9	9.2	7.9	3.7	-1.3	1.5
(37) CC/C(=N\N1CCCCC1)c1c(O)[nH]c(=O)[nH]c1=O
  -10.7	-20.0	-18.8	8.3	-5.9	-6.3	-7.9	10.1
(38) CN1C(=O)/C(=C\N2CCc3ccccc32)C(=O)NC1=S
  -1.5	5.7	5.5	0.6	-10.9	5.4	4.1	0.1
(39) O=c1[nH]c(=O)n(-c2cccc3ccccc23)c(O)c1/C=N/N1CCCCC1
  -9.2	-14.9	-3.4	2.1	-0.9	-3.1	-25.1	2.5
(40) COc1ccc(C2=NCC(=O)N(CC(=O)NCc3ccco3)c3sc4c(c32)CCCC4)cc1OC
  -2.0	-6.9	6.4	9.0	2.4	-2.4	18.6	19.3
(41) O=C(c1ccc(Cl)cc1)C1CCCN(Cc2ccon2)C1 (stereo not drawn)
  7.3	13.4	-3.5	2.6	-1.6	-4.9	-6.7	-0.6
(42) COc1ccccc1N1CCN(Cc2ccc(Br)cc2)CC1
  4.3	0.4	11.5	9.9	9.7	-7.4	-25.7	14.4
(43) COc1ccc(NC(=O)N2CCC3(CC2)OCCO3)cc1
  -16.0	-20.0	5.6	-23.3	-3.8	2.2	-19.9	9.3
(44) CNCC(O)c1cccc(OC(=O)c2ccccc2C)c1 (stereo not drawn)
  7.0	-8.9	-3.2	-23.5	-11.4	-2.8	-9.4	8.3
(45) COC(=O)C1=C(c2ccc(F)cc2F)C[C@@H]2CC[C@H]1N2C(=O)N1CCC(O)CC1
  -10.2	-8.0	8.0	-3.0	-3.6	-8.7	9.1	-1.1
(46) C[C@@H]1O[C@@H](O[C@H]2C[C@@H](O)[C@]3(CO)[C@H]4[C@H](O)C[C@]5(C)[C@@H](C6COC(=O)C6)CC[C@]5(O)[C@@H]4CC[C@]3(O)C2)[C@H](O)[C@H](O)[C@H]1O (stereo partly drawn)
  -0.1	95.8*	1.7	1.8	2.7	6.6	-402.8	8.7
(47) c1cc2n(c1)-c1c(ccc3c1OCO3)CNC2c1ccc2c(c1)OCO2 (stereo not drawn)
  6.5	-3.2	7.9	-0.8	2.1	-5.0	10.3	7.1
(48) CCCNC(=O)N1[C@H]2CC[C@@H]1C(C(=O)OC)=C(c1cc3ccccc3o1)C2
  4.5	12.1	0.2	16.4	3.3	-1.3	2.9	8.0
(49) COc1ccc(OC(=O)N(C)C)c(CN(C)C)c1
  -5.0	-40.2	-1.0	5.7	1.9	-5.5	7.8	14.5
(50) Cn1c(O)c(/C=C2\C=c3ccccc3=NC2=O)c(=O)n(C)c1=O
  5.0	0.5	-0.9	1.8	1.9	5.2	9.6	4.3
(51) COc1ccc(C(O)CNC(C)C)c(F)c1OC (stereo not drawn)
  8.2	24.3	-9.2	2.5	-1.6	0.9	29.9	5.5
(52) O=C1CC(c2cccnc2)=NN1c1ccc(Cl)cc1Cl
  -11.4	5.0	9.0	6.0	4.8	4.7	8.7	0.0
(53) COc1cc(/C=C/c2nc3ccccc3c(=O)n2-c2ccc(O)cc2)ccc1O
  3.1	-6.8	5.7	24.0	-7.9	1.5	13.3	-5.2
(54) Cc1cc(S(N)(=O)=O)ccc1N=Cc1c(O)n(-c2ccccc2)c(=O)[nH]c1=O
  -0.3	-6.6	-3.3	3.1	3.8	9.0	3.2	6.5
(55) c1cc2c(cc1[C@H]1OC[C@H]3[C@@H]1CO[C@@H]3c1ccc3c(c1)OCO3)OCO2
  -15.0	-8.1	17.6	18.8	19.5	-3.0	-16.9	2.7
(56) C[C@]12CC[C@H](N)CC1=CCC1C2CC[C@@]2(C)C1CC[C@@H]2O (stereo partly drawn)
  -2.4	-19.3	10.2	10.6	23.3	-8.1	-52.8	33.2
